A-T KAP1 phos: potential ataxia-telangiectasia treatment. […] A-T fibroblasts, KAP-1 phosphorylation AlphaLISA; neocarzinostatin DNA damage 30 min before lysis. Potency, µM (titrated, usually from 57.5 µM), without a hit: top-dose activation, hits mostly activators. 0.19% of 320,000 active. AID 485349; also: potency is read from the fitted curve at half-maximal effect; % of control where 0% means no effect; nearly all actives have a fitted effect of over 45% in size
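ATM-like activity read as KAP-1 phosphorylation via AlphaLISA donor/acceptor antibody pairs after lysis and 6 hr at 25C. Cells were ATM-null patient fibroblasts ([…], hTERT), dosed 60 min, then exposed to the DSB inducer NCS for 30 min.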
Eya2 inh: blocks the phosphatase activity of human Eya2 | 0.006% of 330,000 active | Potency, µM (highest dose often 76.9 µM), for the others: at the top dose activity, negative = inhibition, actives largely listed as inhibitors | recombinant Eya2, OMFP fluorescence dephosphorylation (OMFP is methylfluorescein phosphate) | AID 488837; also: potency is read from the fitted curve at half-maximal effect; % is scaled to controls: 0 for no effect and ±100 for the full control effect
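Eya2 (0.2 uM) preincubated 10 min at ambient with compound, then OMFP substrate added at 50 uM; 10 min reaction in 50 mM HEPES pH 7.5, 50 mM NaCl, 5 uM MgCl2, 0.05% BSA, 1 mM DTT. Fluorescence read at Ex 485/Em 525 nm.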
TSG101-PTAP inh: blocks PTAP/TSG101 interaction to inhibit HIV-1 budding. Q99816. Fluorescence polarization, FITC-PTAP peptide / Tsg101 binding. Potency, µM (titrated, usually from 115 µM), for the others: top-dose activity change, negative = inhibition, most hits filed as inhibitors. 340,000 tested, under 10 active. AID 493005; active = well fitted inhibition curve with a large enough effect in the main read-out, with a control signal flat, not every such curve was filed as active; inconclusive = small, poorly fitted or top-dose-only effect, or effect the other way, or a change in a side signal; inactive = no such curve, though single readings can be large or run the other way; also: potency is read from the fitted curve at half-maximal effect; % of control where 0% means no effect
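Fluorescence polarization binding of Tsg101 binding domain (10 uM final) to FITC-labeled PTAP peptide (50 nM final) in HEPES pH 7.5 buffer with NaCl, Tween 20, EDTA, TCEP. Compounds added before peptide; binding 20 min at RT.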
TSHR antag: human thyrotropin receptor antagonism; TSHR-expressing cells, TSH-stimulated cAMP HTRF, 2 h; active compounds read low; activity change, negative = inhibition, % at 11.5 µM; 0.2% of 330,000 active; AID 504810;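 active = activity change below a set negative limit, meaning inhibition stronger than a set level, cut at about -70% in these data; inconclusive = activity change between two set negative limits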; also: % is scaled to controls: 0 for no effect and ±100 for the full control effect
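Read-out is FRET at 665 nm (cryptate excitation 337 nm) from a cryptate-tagged anti-cAMP antibody, competed by cell cAMP against cAMP-d2. Compounds are tested on freshly harvested TSHR cells challenged with 4nM TSH (EC80) for 2 hours at 37 deg C.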
ASM inhibitor: human S-ASM enzyme inhibition | P17405 | placental ASM, HMU-PC fluorogenic substrate, 60 min | Potency, µM (highest dose often 57.5 µM), for the others: top-dose activity change, negative = inhibition, usual class: inhibitors | 0.006% of 340,000 active; also: potency is read from the fitted curve at half-maximal effect
Target sequence (P17405 47-631 limits assumed): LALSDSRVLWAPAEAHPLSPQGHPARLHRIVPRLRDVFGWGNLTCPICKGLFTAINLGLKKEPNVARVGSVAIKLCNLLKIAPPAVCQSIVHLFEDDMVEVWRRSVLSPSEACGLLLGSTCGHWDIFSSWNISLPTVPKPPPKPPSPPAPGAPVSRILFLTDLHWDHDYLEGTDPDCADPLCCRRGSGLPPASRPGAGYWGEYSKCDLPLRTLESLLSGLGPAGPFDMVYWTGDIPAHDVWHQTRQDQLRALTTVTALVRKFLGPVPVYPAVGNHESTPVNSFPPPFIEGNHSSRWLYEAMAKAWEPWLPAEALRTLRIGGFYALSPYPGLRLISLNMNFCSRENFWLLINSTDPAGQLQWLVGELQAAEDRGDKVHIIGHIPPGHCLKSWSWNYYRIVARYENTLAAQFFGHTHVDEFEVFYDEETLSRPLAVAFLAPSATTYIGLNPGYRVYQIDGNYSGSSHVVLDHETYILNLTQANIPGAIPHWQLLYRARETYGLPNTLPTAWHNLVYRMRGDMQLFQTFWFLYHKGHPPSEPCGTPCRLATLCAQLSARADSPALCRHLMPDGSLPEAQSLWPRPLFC
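Human placenta-derived ASM preincubated with compound 10 min at room temperature, then reacted with 9 uM (final) fluorogenic HMU-PC substrate for 60 min at 37 C. Stop solution raises pH to 10; fluorescence read at Ex 386/Em 447 nm.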
TCR act: activates T cell receptor signaling; AID 504894; 330,000 tested, under 10 active; Potency, µM (doses to about 9.22 µM), inactives show top-dose activation of IL-2 secretion, most hits filed as activators; primary human leukocytes, anti-CD3, IL-2 HTRF, 48 h; also: % of control where 0% means no effect
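Human primary leukocytes + a-CD3 beads + cpd, 48 hr; IL-2 in supernatant by HTRF (ex 320nm / em 665nm). No co-stimulatory signal supplied.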
Tb PFK block: blocks T. brucei phosphofructokinase | T. brucei PFK, ADP-Glo luminescence | AID 485367 | 0.17% of 330,000 active | O15648 | Potency, µM (top dose mostly 57.5 µM), without a hit: at the top dose activity, negative = inhibition, usual class: inhibitors;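 also: potency is read from the fitted curve at half-maximal effect; 0% = uninhibited 1x PFK enzyme wells and -100% = no-enzyme wells; nearly all actives have a fitted effect of over 60% in size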
Target sequence (O15648 whole entry, looked up): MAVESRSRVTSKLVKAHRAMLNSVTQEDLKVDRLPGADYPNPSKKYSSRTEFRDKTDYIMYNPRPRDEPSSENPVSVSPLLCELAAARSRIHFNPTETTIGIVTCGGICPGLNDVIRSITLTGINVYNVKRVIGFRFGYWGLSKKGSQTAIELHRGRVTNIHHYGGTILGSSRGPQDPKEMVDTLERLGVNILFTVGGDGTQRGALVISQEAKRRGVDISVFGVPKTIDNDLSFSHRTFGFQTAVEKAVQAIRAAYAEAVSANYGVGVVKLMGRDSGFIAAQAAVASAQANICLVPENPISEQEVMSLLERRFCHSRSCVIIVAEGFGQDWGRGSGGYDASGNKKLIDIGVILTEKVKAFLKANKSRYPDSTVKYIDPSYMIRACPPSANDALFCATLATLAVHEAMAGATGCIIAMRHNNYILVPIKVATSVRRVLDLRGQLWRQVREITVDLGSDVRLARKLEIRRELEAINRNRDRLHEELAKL
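1.25 nM PFK with 0.5 mM F6P and 0.1 mM ATP in 0.1 M TEA pH 8.0, 5 mM MgCl2, incubated 45 min at room temperature; ADP measured by ADP-Glo luminescence; compounds titrated up to 57 uM.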
Mito fusion act: mitochondrial division inhibition or fusion activation; S. cerevisiae fusion-defective mutant growth rescue, CellTiterGlo 48 h; 0.23% of 320,000 active; AID 485298; Potency, µM (titrated, usually from 46.1 µM), without a hit: at the highest dose growth rescue (activation), actives largely listed as activators;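 also: potency is read from the fitted curve at half-maximal effect; % of control where 0% means no effect; nearly all actives have a fitted effect of over 45% in size; temperature-sensitive fusion mutants such as fzo1-1 at 37 °C on non-fermentable ethanol glycerol medium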
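Luminescent cell viability in 1536-well qHTS format served as the measure of rescued growth in ts fusion-mutant S. cerevisiae cultured on non-fermentable YPEG for 48 hours at 37C.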
ELG1 repair inh: blocks ELG1-dependent DNA repair in HEK293T cells; HEK293T ELG1-luciferase reporter, luminescence, 16 h; DNA damage induced by 5-fluorouridine; Potency, µM (series often up to 46.1 µM), without a hit: at the highest dose activity change, negative = inhibition, actives largely listed as inhibitors; 2.3% of 330,000 active; AID 504467; also: potency is read from the fitted curve at half-maximal effect; % is scaled to controls: 0 for no effect and ±100 for the full control effect; nearly all actives have a fitted effect of over 55% in size
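5-Fluorouridine DNA damage + compound/DMSO, 2,000 cells/well, 16 h, 37 °C/5% CO2. ONE-Glo, 30 min RT, luminescence. Readout = decrease in reporter signal.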
BCR signal inh: inhibitors of chronic active B-cell receptor signaling | ABC-DLBCL IkBa-CBG/CBR reporter, luminescence ratio, 4 h | 0.05% of 340,000 active | AID 493014 | Potency, µM (top dose mostly 46.1 µM), for inactives: at the highest dose ratio change, negative = lower green/red ratio, usual class: inhibitors; active = well fitted inhibition curve with a large enough effect in the signal ratio, with a control signal flat, not every such curve was filed as active; inconclusive = small, poorly fitted or top-dose-only effect, or effect the other way, or a change in a side signal; the % refers to the signal ratio;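 also: potency is read from the fitted curve at half-maximal effect; plate controls were basal doxycycline-induced cells for no effect and cells given 10 µM MG132 for full effect; MG132 reads +100%, hits lower the ratio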
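Compounds up to 46 uM were incubated four hours with TMD8 cells whose green CBG68 luciferase is fused to IkappaBalpha; red CBR luminescence normalised the signal, and concentration-effect curves were fitted to fusion, red and ratio data.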
a7 integrin act: integrin-mediated muscular dystrophy alleviation activation; Potency, µM (series often up to 38.3 µM), for inactives: at the top dose activation, hits mostly activators; 0.064% of 350,000 active; alpha7betagal myoblasts, beta-gal FDG fluorescence, 48 h;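 also: potency is read from the fitted curve at half-maximal effect; 100% = response of the positive control SU9516; nearly all actives have a fitted effect of over 60% in size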
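alpha7betagal+/- myoblasts (passage 13, 250/well) treated 48 h at 37C with compounds at 1:260 dilution of DMSO stock. Lysed, then beta-galactosidase activity read as FDG fluorescence (ex 480/em 540) after 30 min, with pre-read for autofluorescence.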
An asterisk follows results filed as active; u = inconclusive; x = no result given; ! = repeats disagree; [ ] = another dose, or the depositor's remark. Unless noted, calls follow the shape of the dose curve; as a rule, active = well fitted curve in the direction sought with a large enough effect; inconclusive = small, poorly fitted or top-dose-only effect, or another doubt; inactive = no such curve, though single readings can be large; an effect the other way counts as inactive or inconclusive.

no.	SMILES	A-T KAP1 phos	Eya2 inh	TSG101-PTAP inh	TSHR antag	ASM inhibitor	TCR act
1	COc1cc(/C=C/C(=O)O)cc(S(=O)(=O)Nc2ccccc2Cl)c1OC	-1%	2%	1%	1	2%	2%[46.1 µM]
2	O=C1C(SCCO)=C(SCCO)C(=O)c2ccccc21	-5%	50µM*!	u	-86*!	0%	2%
3	O=C(NCCc1ccccn1)c1cc(-c2cccc3ccccc23)nc2ccccc12	2%	5%	-1%	-5	9%	0%[46.1 µM]
4	Cc1nn2c([nH]c(=O)c3ccccc32)c1C=O	0%	-9%	-9%	-7	2%	4%
5	CC1CCCCN1C(=O)CSc1nc(C2CC2)nc2ccccc12 (stereo not given)	8%	-18%	-1%	-23	-1%	-7%
6	COc1ccc2oc(C(=O)OCC(=O)c3ccc4c(c3)OCCO4)c(C)c2c1	u	7%[15.4 µM]	2%	-3	-7%	-1%
7	C[C@@H]1CC(=O)[C@H]2CC(CO)=CCC[C@@H]2[C@@]1(C)CC/C(=C/CO)CO	-7%	10%	2%	-3	0%	-2%
8	O=C(CCc1ccccc1)Nc1cc(Cl)ccc1O	-4%	-31%	-2%	-8	-6%	8%
9	C=CCn1c(SCc2cccc(OC)c2)nnc1-c1ccncc1	-16%	5%	-4%	17	1%	-1%
10	CC(O)[C@H]1CNC(=O)C(=O)N1CCc1cc(C(F)(F)F)cc(C(F)(F)F)c1 (stereo not given in full)	13%	6%	-3%	-2	2%	3%
11	CC1CCCN(C(=O)CCNC(=O)c2ccccc2Cl)C1 (stereo not given)	13%	-2%	-1%	3	1%	6%
12	COc1ccc(CCNC(=O)c2ccc(OCc3c(C)noc3C)cc2)cc1OC	15%	19%	-4%	14	4%	x

no.	Tb PFK block	Mito fusion act	ELG1 repair inh	BCR signal inh	a7 integrin act
1	12%	-9%	14%	0%	-3%
2	9.5µM*	u	u	u	x
3	-8%	18%	23µM*	-1%	-14%
4	2%	-2%	-13%	u	-22%
5	-6%	32%	-23%	u	-21%
6	5%	0%	u	0%	2%
7	0%	-2%	u	4%	8%
8	-5%	6%	-5%	u	-10%
9	3%	-2%	-15%	3%	24%
10	5%	1%	9%	1%	0%
11	-7%	0%	u	-2%	14%
12	-1%	0%	u	u	44%

More records follow.
no.	SMILES	A-T KAP1 phos	Eya2 inh	TSG101-PTAP inh	TSHR antag	ASM inhibitor	TCR act
13	COc1ccc(OCCOC(=O)c2ccc(F)c(S(=O)(=O)N3CCOCC3)c2)cc1	4%	-5%	1%	-15	-7%	-5%
14	CCOP(=O)(OCC)c1nc(-c2cccc([N+](=O)[O-])c2)oc1N1CCCCC1	7%	-9%	-4%	-7	2%	-11%
15	COc1cc2c(cc1NC(=O)c1ccncc1)oc1ccccc12	x	-2%	0%	-10	-4%	0%
16	Cc1ccc(CNC(=O)COc2ccc(S(=O)(=O)N3CCCC3)cc2)cc1	-1%	-1%	-1%	-8	-3%	-5%
17	CC(NC(=O)Cc1cccc(C(F)(F)F)c1)c1ccc(F)cc1 (stereo not given)	11%	-11%	-5%	-14	2%	7%
18	CC(C)(C)c1ccc(C(=O)Nc2ccc(C=C(C#N)C#N)cc2)cc1	3%	-8%	0%	-3	-1%	-6%[46.1 µM]
19	COc1ccc(NS(=O)(=O)c2ccc(NC(=O)c3ccccn3)cc2)cc1	-3%	24%	-3%	20	-3%	-8%
20	Cc1ccc(C(=O)OC(C)C(=O)Nc2ccc(Cl)cn2)s1 (stereo not given)	15%	11%	-4%	-7	0%	-3%
21	c1coc(-c2nc3c4c5c(sc4ncn3n2)CCCC5)c1	1%	9%	3%	-2	-1%	1%
22	O=C(Oc1ccc2c(c1)OCC2=O)c1ccc(Cl)cc1	8%	6%	1%	-2	0%	-6%
23	Nc1ccc2c(c1)N=[N+]([O-])c1cc(N)ccc1C2	-2%	23%	0%	10	-7%	16%
24	COc1ccc(C(=O)Nc2ccnn2C2CCN(Cc3ccc4nonc4c3)CC2)cc1	6%	-9%	-4%	6	1%	0%

no.	Tb PFK block	Mito fusion act	ELG1 repair inh	BCR signal inh	a7 integrin act
13	8%	4%	-22%	u	-26%
14	1%	6%	-5%	-17%	15%
15	-1%	5%	u	u	20%
16	0%	-2%	-2%	2%	-4%
17	1%	14%	-14%	u	8%
18	0%	-3%	u	u	-10%
19	1%	9%	2%	-1%	-15%
20	-11%	-5%	-1%	-14%	5%
21	3%	8%	4%	14%	-8%
22	1%	2%	-1%	12%	-11%
23	11%	-15%	-7%	u	11%
24	u	2%	1%	0%	-24%

Compound profiles, as listed above. Order of screens: A-T KAP1 phos	Eya2 inh	TSG101-PTAP inh	TSHR antag	ASM inhibitor	TCR act	Tb PFK block	Mito fusion act	ELG1 repair inh	BCR signal inh	a7 integrin act
`Cc1ccc(CNC(=O)COc2ccc(S(=O)(=O)N3CCCC3)cc2)cc1` reads -1%	-1%	-1%	-8	-3%	-5%	0%	-2%	-2%	2%	-4%
`COc1ccc(C(=O)Nc2ccnn2C2CCN(Cc3ccc4nonc4c3)CC2)cc1` reads 6%	-9%	-4%	6	1%	0%	u	2%	1%	0%	-24%

Continuation.
no.	SMILES	A-T KAP1 phos	Eya2 inh	TSG101-PTAP inh	TSHR antag	ASM inhibitor	TCR act
25	CCOC(=O)C1=NN(c2ccc([N+](=O)[O-])cc2)CC1C(=O)OC (stereo not given)	-4%	-1%	1%	18	-1%	-2%[46.1 µM]
26	Brc1[nH]nc2ccccc12	6%	5%	-7%	-1	6%	7%
27	CN(C)c1ccc(/C=N/N2C(=S)SC(C)(C)C2N(O)C(=O)Nc2ccc([N+](=O)[O-])cc2)cc1 (stereo not given)	2%	1%	-7%	-4	-9%	5%
28	CN(C(=O)CSc1nnc(Nc2ccccc2F)s1)C1CCS(=O)(=O)C1 (stereo not given)	-4%	2%	-1%	-10	3%	-6%
29	C=CCn1c(CNC(=O)c2cccs2)n[nH]c1=S	-2%	6%	-5%	35	8%	-3%[46.1 µM]
30	CC(=O)c1cccc(OCC(=O)N2CCCc3ccccc32)c1	-5%	-6%	0%	0	2%	-12%
31	CCn1ccc(C(=O)NC2=NCCS2)n1	1%	3%	-4%	-1	1%	1%[46.1 µM]
32	O[C@@H]1COC(Nc2ccc(N=Nc3ccccc3)cc2)C[C@@H]1O (stereo not given in full)	-10%	-9%	-2%	-4	u	-5%
33	COc1ccc(/C=N/NC2=NCCCCC2)c(OC)c1	-1%	11%	-1%	-3	-3%	x
34	CN1CCN(c2ccc(-c3ccc4ccccc4n3)cc2)CC1	5%	-2%	-2%	5	x	-2%
35	CCOC(=O)N1CCN(C(=O)Cn2nc(C)n3nc(-c4ccc(OC)cc4)cc3c2=O)CC1	0%	0%	-5%	-11	3%	-2%

no.	Tb PFK block	Mito fusion act	ELG1 repair inh	BCR signal inh	a7 integrin act
25	0%	-2%	18%	11%	-10%
26	-6%	0%	-3%	u	8%
27	3%	-2%	u	0%	-9%
28	6%	x	1%	-10%	0%
29	3%	6%	0%	0%	21%
30	2%	10%	17%	3%	-42%[inhibitor]
31	-4%	2%	u	-7%	-9%
32	1%	-3%	u	4%	-2%
33	1%	5%	25%	u	-11%
34	-10%	3%	u	13%	27%
35	-9%	1%	-2%	4%	4%

High-throughput results from PubChem.
